Tau ThT inhib: inhibitors of human tau fibril formation, thioflavin T binding; P10636; recombinant tau K18 P301L, heparin-induced fibrillization, ThT fluorescence; Potency, µM (titrated, usually from 57.4 µM), for inactives: at the highest dose activity, negative = inhibition, hits mostly inhibitors; 270,000 compounds, 2.1% hits; also: % is scaled to controls: 0 for no effect and ±100 for the full control effect; nearly all actives have a fitted effect of over 55% in size
Target sequence (P10636 561-689 P618L limits assumed): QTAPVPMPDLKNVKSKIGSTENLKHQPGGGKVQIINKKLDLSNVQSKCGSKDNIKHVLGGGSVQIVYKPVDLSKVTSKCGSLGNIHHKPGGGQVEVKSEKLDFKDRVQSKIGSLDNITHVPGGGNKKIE
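ThT emission at 510 nm, taken 1 hr after adding 30 uM dye, quantifies aggregates formed when 20 uM heparin acts on human tau K18 P301L for 6 hr at 37 C.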
HTT cytoprotect: protects HTT-Q103 PC12 cells, measured by ATP; 230,000 compounds, 0.14% hits; PC12 HTT-Q103 induced, cytoprotection, ATP luminescence, 40 h; Potency, µM (highest dose often 56.4 µM), inactives show cytoprotection (ATP increase), usual class: activators;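 also: % of control where 0% means no effect; nearly all actives have a fitted effect of over 45% in size; toxic huntingtin expression switched on by the ecdysone agonist tebufenozide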
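Compounds were screened for protection of PC12 cells against cell death after tebufenozide induction (100 nM final) of mutant Huntingtin exon 1 (Q103) fused to GFP.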
L3MBTL1 inh: blocks human L3MBTL1; Potency, µM (top dose mostly 57.1 µM), for inactives: at the highest dose activity, negative = inhibition, hits mostly inhibitors; AlphaScreen L3MBTL1–H3K9me1 peptide binding; 230,000 compounds, 0.66% hits; also: % is scaled to controls: 0 for no effect and ±100 for the full control effect; nearly all actives have a fitted effect of over 60% in size
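L3MBTL1 (50 nM) pre-complexed 30 min with biotinylated H3(1-15)K9me1 peptide (75 nM), then compounds added for 30 min at room temperature; AlphaScreen streptavidin donor/nickel chelate acceptor beads (10 ug/mL final) read after 30 min dark incubation.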
RECQ1 helicase: inhibitors of human RECQ1 DNA helicase. 240,000 compounds, 0.54% hits. RECQ1 DNA unwinding, red fluorescence kinetic read. P46063. Potency, µM (series often up to 57.3 µM), without a hit: at the top dose activity, negative = inhibition, actives largely listed as inhibitors;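 also: plate controls were vehicle for no effect and no enzyme for full effect; nearly all actives have a fitted effect of over 30% in size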
Target sequence (P46063 whole entry, looked up): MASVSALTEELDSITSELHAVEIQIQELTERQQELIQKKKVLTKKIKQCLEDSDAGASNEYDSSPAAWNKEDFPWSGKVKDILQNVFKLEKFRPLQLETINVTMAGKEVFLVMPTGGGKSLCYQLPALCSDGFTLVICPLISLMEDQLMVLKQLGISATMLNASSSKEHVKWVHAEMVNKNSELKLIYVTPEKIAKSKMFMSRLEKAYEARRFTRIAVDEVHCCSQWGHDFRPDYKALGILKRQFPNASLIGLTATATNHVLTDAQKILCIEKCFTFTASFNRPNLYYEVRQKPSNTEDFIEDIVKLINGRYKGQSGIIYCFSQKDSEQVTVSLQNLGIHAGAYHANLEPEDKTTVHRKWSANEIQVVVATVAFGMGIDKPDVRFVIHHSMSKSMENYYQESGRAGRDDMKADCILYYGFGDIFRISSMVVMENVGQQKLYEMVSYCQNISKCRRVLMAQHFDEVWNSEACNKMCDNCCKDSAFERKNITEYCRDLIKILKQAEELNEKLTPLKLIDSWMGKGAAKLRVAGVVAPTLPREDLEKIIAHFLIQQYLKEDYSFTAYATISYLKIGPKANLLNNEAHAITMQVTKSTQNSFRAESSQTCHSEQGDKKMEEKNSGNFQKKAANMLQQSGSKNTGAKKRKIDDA
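50 nM RECQ1T1 preincubated 15 min with compound in Tris pH 8.0 buffer with MgCl2, DTT, Tween-20 and 2.5 ug/ml poly(dI-dC); started with 200 nM TAMRA/BHQ-2 forked duplex and 2 mM ATP. Unwinding read as fluorescence (525/598 nm), two reads 2 h apart.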
TRb SRC2 PPI: inhibitors of human thyroid hormone receptor beta-SRC2 interaction; TRbeta-SRC2 peptide binding, fluorescence polarization; receptor liganded with 1 µM T3; Potency, µM (top dose mostly 106 µM), for the others: top-dose activity change, negative = inhibition, actives largely listed as inhibitors; 280,000 compounds, 0.065% hits;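 also: plate controls were bound peptide for no effect and peptide without receptor for full effect; nearly all actives have a fitted effect of over 50% in size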
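Decrease in fluorescence polarization of 20 nM Texas Red SRC2 coactivator peptide flagged inhibition of its binding to 0.6 uM TRb LBD; 1 uM T3 included, incubation 5 hr, ex 555/em 632 nm.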
Tau fibril FP: inhibitors of human tau fibril formation. K18 P301L tau heparin fibrillization, Alexa594 FP, 6 h. Potency, µM (series often up to 57.7 µM), without a hit: at the highest dose activity, negative = inhibition, actives largely listed as inhibitors. 280,000 compounds, 0.39% hits. P10636; also: % is scaled to controls: 0 for no effect and ±100 for the full control effect; nearly all actives have a fitted effect of over 55% in size
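Human tau K18 […] P301L fragment, 15 uM unlabeled plus 0.24 uM Alexa 594-labeled tau (final), with compound and 20 uM heparin in 100 mM sodium acetate pH 7; 6 hr at 37 C, then Alexa 594 FP read.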
TexasRed fluor: alters Texas Red total fluorescence, flagging assay interference; AID 1479; Potency, µM (doses to about 106 µM), inactives show at the top dose fluorescence change, negative = quenching; TRb/SRC2 Texas Red total fluorescence interference; 280,000 compounds, 0.29% hits; active = well fitted curve in either direction with a large enough effect; inconclusive = small, poorly fitted or top-dose-only effect; also: % is scaled to controls: 0 for no effect and ±100 for the full control effect
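Human TRβ ligand-binding domain (0.6 uM) and Texas Red SRC2 peptide (20 nM) in Tris buffer with 1 uM T3 and 5% DMSO were incubated with pinned compound for 5 hr at ambient temperature. Total fluorescence was computed as S + 2P (555/632 nm).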
Tau fluor counter: counter-screen for tau fibril formation inhibitors; tau K18 P301L (four-repeat tau fragment) Alexa594 fluorescence, heparin fibrillization; Potency, µM (series often up to 57.7 µM), for the others: at the top dose activity change, negative = decrease; 280,000 compounds, 0.93% hits; AID 1463; also: % is scaled to controls: 0 for no effect and ±100 for the full control effect; nearly all actives have a fitted effect of over 55% in size
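Human K18 P301L tau (15 uM unlabeled plus 0.24 uM Alexa 594-labeled, final) in 100 mM sodium acetate pH 7 was mixed with compound and 20 uM heparin and incubated 6 hr at 37 C.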
Active calls of the source: *; i = inactive; ? = inconclusive; nt = no result given; [ ] = dose if it differs, or a comment. Unless noted, calls follow the shape of the dose curve; as a rule, active = well fitted curve in the direction sought with a large enough effect; inconclusive = small, poorly fitted or top-dose-only effect, or another doubt; inactive = no such curve, though single readings can be large; an effect the other way counts as inactive or inconclusive. Potency is read from the fitted curve at half-maximal effect. Not all compounds are listed. The share of hits here may be higher or lower than overall.

A first look, four compounds:
SMILES,Tau ThT inhib,HTT cytoprotect,L3MBTL1 inh,RECQ1 helicase,TRb SRC2 PPI,Tau fibril FP,TexasRed fluor,Tau fluor counter
COc1ccc(CCNC(=S)NC(=O)c2ccccc2)cc1OC,-13%,-20%,-12%,-3%,7%,-2%,1%,-15%
COc1ccc(CCC(=O)Nc2cccc(Cl)c2)cc1,-13%,nt,12%,i,4%,0%,4%,-21%
C/C(=N\N=C1/NC(=O)C(C)S1)c1ccc([N+](=O)[O-])cc1 (configuration not stated),?,nt,-2%,-2%,2%,11%,-1%,-2%
Cc1ccc(C(c2sc3ncnn3c2O)N2CC(C)CC(C)C2)cc1 (configuration not stated),-8%,7%[10 µM],-11%,8%,5%,3%,0%,-10%

All compounds of this part, from the first entry:
SMILES,Tau ThT inhib,HTT cytoprotect,L3MBTL1 inh,RECQ1 helicase,TRb SRC2 PPI,Tau fibril FP,TexasRed fluor,Tau fluor counter
COc1ccc(CCNC(=S)NC(=O)c2ccccc2)cc1OC,-13%,-20%,-12%,-3%,7%,-2%,1%,-15%
COc1ccc(CCC(=O)Nc2cccc(Cl)c2)cc1,-13%,nt,12%,i,4%,0%,4%,-21%
C/C(=N\N=C1/NC(=O)C(C)S1)c1ccc([N+](=O)[O-])cc1 (configuration not stated),?,nt,-2%,-2%,2%,11%,-1%,-2%
Cc1ccc(C(c2sc3ncnn3c2O)N2CC(C)CC(C)C2)cc1 (configuration not stated),-8%,7%[10 µM],-11%,8%,5%,3%,0%,-10%
O=C(c1cccc(S(=O)(=O)N2CCOCC2)c1)N1CCCCCC1,-8%,-15%,nt,i,-6%,-1%,-7%,5%
O=C(c1ccc2c3c(cccc13)CC2)C1CCCN(C(=O)c2cc[n+]([O-])cc2)C1 (configuration not stated),-7%,-2%[10 µM],-3%,i,4%[53 µM],-9%,-1%[53 µM],-8%
Cc1nc2ccc(NC(=O)COc3ccccc3)cc2s1,?,2%[10 µM],9%,i,-9%,0%,0%,-2%
Cc1cc(C)nc(Nc2ccc(C(=O)O)cc2)n1,-7%,-11%[10 µM],nt,-2%,-2%,0%,-7%,-5%
CC(C)(C)c1ccc(-c2nnc3sc(-c4ccccn4)nn23)cc1,?,-20%,-3%,-1%,6%,?,2%,-22%
CC(C)Cn1c(-c2ccccc2)nc(=S)c2c1CCCC2,-6%,15%,nt,i,-3%,-1%,-3%,-5%
CC(=O)c1sc(-c2ccc(Cl)cc2)cc1N,?,-13%[10 µM],-1%,7%,-3%,5%,-1%,?
S=C(Nc1ccccc1)N1CCOCCOCCN(C(=S)Nc2ccccc2)CCOCCOCC1,?,7%[10 µM],-10%,7%,-4%,4%,-2%,-16%

(cont.)
SMILES,Tau ThT inhib,HTT cytoprotect,L3MBTL1 inh,RECQ1 helicase,TRb SRC2 PPI,Tau fibril FP,TexasRed fluor,Tau fluor counter
CC(C)CC(NC(=O)c1cccs1)c1nnc(SCc2ccc(Cl)c(Cl)c2)n1C (configuration not stated),-8%,-3%[10 µM],9%,-16%,11%,12%,-1%,-2%
CCc1ccc(-n2nc(CO)c(C(=O)NCCOC)n2)cc1,1%,nt,nt,nt,-4%,-6%,0%,0%
CSc1ccc(C(=O)C2CCCN(S(=O)(=O)N(C)C)C2)cc1 (configuration not stated),-9%,5%[10 µM],-2%,-10%,-7%,-3%,-1%,-13%
Cc1ccc(C(=O)N2CCCCC2C(=O)O)o1 (configuration not stated),-4%,12%[10 µM],2%,-2%,-3%,1%,0%,-7%
CCOC(=O)Cc1csc(SCC(=O)NC2CCCC(C)C2C)n1 (configuration not stated),4%,-7%[10 µM],-5%,-4%,8%,-1%,-1%,0%
Clc1ccccc1C1=Nn2c(nnc2-c2ccco2)SC1,-1%,15%[10 µM],-5%,-4%,6%,?,0%,5%
CCCCn1cc(S(=O)(=O)c2ccc(CC)cc2)c(=O)c2cc(F)c(N3CCOCC3)cc21,-8%,nt,nt,nt,-2%,-3%,?,-5%
Cc1cc(C(=O)NCc2cccc(Br)c2)c2c(C)nn(-c3ccccc3)c2n1,-13%,nt,nt,nt,4%,?,1%,-28%
O=C(Cc1ccccc1[N+](=O)[O-])Nc1ccccc1C(=O)N1CCOCC1,-2%,15%,6%,-9%,2%,-8%,-5%,-5%
CCOc1ccccc1NC(=O)CCc1c(C)nc2cc(-c3ccccc3)nn2c1C,?,nt,nt,nt,-8%,1%,-2%,-18%
O=C(OCc1c(Cl)cccc1Cl)c1ccccn1,1%,10%[10 µM],0%,0%,-3%,6%,-3%,4%
S=C(NCCc1ccncc1)Nc1ccccc1,7%,13%,4%,i,1%,-4%,-1%,8%

Continuation:
SMILES,Tau ThT inhib,HTT cytoprotect,L3MBTL1 inh,RECQ1 helicase,TRb SRC2 PPI,Tau fibril FP,TexasRed fluor,Tau fluor counter
NC(=O)CC1Nc2cccc3cccc(c23)NC1=O (configuration not stated),-2%,-43%[10 µM],-91%,-4%,-15%,16%,4%,-3%
CCCSc1nc2c(c(=O)[nH]c(=O)n2C)n1CCc1ccccc1,-9%,-25%,4%,-2%,0%,-1%,-1%,-4%
CCOc1ccc(-n2c(SCC(N)=O)nc3c(c2=O)SCC3)cc1,-3%,20%,-7%,-7%,3%,-4%,0%,-1%
O=S(=O)(c1cccs1)n1cnc2ccccc21,-8%,-3%,-2%,-1%,-9%,3%,-1%,-6%
O=C(NCc1ccccc1)c1ccc(C2SCC(=O)N2Cc2ccccc2)cc1 (configuration not stated),6%,2%[10 µM],?,8%,2%,8%,-5%,0%
COCc1cc(C)nc2sc3c(=O)n(-c4cc(C)ccc4C)nnc3c12,-1%,nt,nt,nt,-15%,5%,-1%,0%
CSc1ncc(Cl)c(C(=O)Nc2nnc(SC/C=C/c3ccccc3)s2)n1,?,-27%,nt,-11%,-8%,-15%,10%,-28%
Cc1ccc(C)c(NC(=O)Cn2cc(S(=O)(=O)NC(C)C)c(S(=O)(=O)NC(C)C)c2)c1,9%,nt,nt,nt,-1%,-11%,-1%,-2%
CCOC(=O)c1cccc(NC(=O)CSc2nnc(-c3cccnc3)n2C)c1,-9%,-8%[10 µM],2%,-1%,-15%,4%,-3%,9%
O=[N+]([O-])c1cccc(P(=O)(O)c2cccc([N+](=O)[O-])c2)c1,6%,31%[10 µM],9%,-5%,3%,-8%,0%,13%
CC(C)Sc1ccc([N+](=O)[O-])cc1C(=O)Nc1ccncc1,-2%,43%[10 µM],-4%,-6%,-1%,-4%,-1%,-12%
CCc1c(C#N)c(SCCC(=O)Nc2cccc(OC)c2)nc2c1C(=O)CC(C)(C)C2,-4%,-16%,nt,-5%,-5%,?,2%,?

Remaining list, next part
SMILES,Tau ThT inhib,HTT cytoprotect,L3MBTL1 inh,RECQ1 helicase,TRb SRC2 PPI,Tau fibril FP,TexasRed fluor,Tau fluor counter
CC1CN(S(=O)(=O)c2ccc(C(=O)O)cc2)CC(C)O1 (configuration not stated),0%,2%[10 µM],10%,0%,3%,-2%,-1%,3%
CCOC(=O)CSc1nc2sc3c(c2c(=O)[nH]1)CCCC3,-8%,-4%,-2%,-1%,-12%,-2%,-2%,-6%
Cc1ccccc1OCC(=O)Nc1c(C)ccc2nsnc12,-13%,nt,nt,nt,2%,-3%,-5%,-14%
Cc1cccc(CSC2=NCCN2C(=O)c2ccc(S(=O)(=O)N(C)C)cc2)c1,-15%,-11%,nt,i,9%,0%,-2%,-14%
O=C(CSc1nc(Nc2ccc(F)cc2)c2ccccc2n1)c1ccc(F)cc1,11%,nt,nt,nt,7%,?,4%,?
c1coc(Cn2nnnc2CN2CCN(C3CCCCC3)CC2)c1,5%,-7%,6%,0%,-2%,4%,-7%,8%
CSC1=N/C(=C\c2cccnc2)C(=O)N1c1ccccc1,-8%,18%[10 µM],15%,-2%,-2%,9%,-2%,-2%
COC(=O)c1ccccc1NC(=O)c1nn(-c2ccc(OC)cc2)c(=O)c2c1c1ccccc1n2C,-1%,nt,nt,nt,-1%,-8%,-1%,-7%
CN1C(=O)C(=C2CCCCCC2)SC1=S,?,-10%,-2%,-1%,9%,-1%,1%,-2%
CC1(C)CC(=O)C2=C(C1)Oc1ncn(CCCO)c(=N)c1C2c1ccccc1 (configuration not stated),2%,-4%[0.074 µM],-3%,-14%,-3%,?,-5%,4%
O=C(NCc1ccc(Cl)cc1)C1CCCN(c2nc3ccccc3n3cccc23)C1 (configuration not stated),-6%,nt,nt,nt,9%,2%,9%,-25%
Cn1nc(C(F)(F)F)cc1C(=O)NC1CCCCCC1,-4%,-29%,12%,i,2%,-2%,3%,-3%

(listing goes on)
SMILES,Tau ThT inhib,HTT cytoprotect,L3MBTL1 inh,RECQ1 helicase,TRb SRC2 PPI,Tau fibril FP,TexasRed fluor,Tau fluor counter
COc1ccc(-c2noc(-c3ccco3)n2)cc1OC,-9%,-55%[inhibitor],nt,12%,-11%,-3%,-4%,-7%
O=C(Nc1ccccc1Cl)C1CCN(Cc2cnn(-c3ccccc3)c2-n2cccc2)CC1,-10%,-9%,nt,-2%,10%,1%,3%,-5%
C/C(=N\NC(=O)CC#N)C1COc2ccccc2O1 (configuration not stated),-11%,13%[10 µM],7%,0%,1%,-8%,3%,-13%
Cc1cccc(OCC(=O)N/N=C/c2ccccc2C(=O)O)c1,11%,nt,-2%,22%,7%,1%,-2%,3%
Cc1sc(NC(=O)CCC(=O)O)c(C#N)c1C,-5%,-34%[inhibitor],nt,-2%,-2%,-5%,0%,-4%
COc1ccc2nc(SC)c(C#N)cc2c1,2%,2%[10 µM],?,i,2%,1%,0%,-2%
COCCN1CCc2c(C)nc3c(-c4ccc(OC)c(OC)c4)cnn3c21,?,-33%,-2%,i,1%,9%,-3%,-19%
CC(C)(O)C#Cc1ccc(C(=O)NC(CCCNC(N)=O)C(=O)O)s1 (configuration not stated),1%,nt,6%,i,3%,2%,-2%,2%
COC1CCCCC1NS(=O)(=O)c1ccc(Cl)cc1 (configuration not stated),-4%,-5%,nt,-11%,-8%,5%,-1%,-4%

Screening data as filed in PubChem.
